# Source: PubChem BioAssay (National Center for Advancing Translational Sciences (NCATS))
# rTrxR1 inhibitor: qHTS Assay for Inhibitors of Mammalian Selenoprotein Thioredoxin Reductase 1 (TrxR1): qHTS; AID 588453, 2011; 1% of 390,000 active; Potency, µM (highest dose often 114 µM), without a hit: at the highest dose activity change, negative = inhibition, hits mostly inhibitors; recombinant rTrxR1, NADPH fluorescence consumption, selenite substrate; Thioredoxin reductase 1, cytoplasmic (Rattus norvegicus), O89049; note: potency is the fitted concentration of half-maximal effect; % is set by controls: 0 for no effect and ±100 for the full control effect; nearly all actives have a fitted effect of over 65% in size
# Target sequence (O89049 whole entry, looked up): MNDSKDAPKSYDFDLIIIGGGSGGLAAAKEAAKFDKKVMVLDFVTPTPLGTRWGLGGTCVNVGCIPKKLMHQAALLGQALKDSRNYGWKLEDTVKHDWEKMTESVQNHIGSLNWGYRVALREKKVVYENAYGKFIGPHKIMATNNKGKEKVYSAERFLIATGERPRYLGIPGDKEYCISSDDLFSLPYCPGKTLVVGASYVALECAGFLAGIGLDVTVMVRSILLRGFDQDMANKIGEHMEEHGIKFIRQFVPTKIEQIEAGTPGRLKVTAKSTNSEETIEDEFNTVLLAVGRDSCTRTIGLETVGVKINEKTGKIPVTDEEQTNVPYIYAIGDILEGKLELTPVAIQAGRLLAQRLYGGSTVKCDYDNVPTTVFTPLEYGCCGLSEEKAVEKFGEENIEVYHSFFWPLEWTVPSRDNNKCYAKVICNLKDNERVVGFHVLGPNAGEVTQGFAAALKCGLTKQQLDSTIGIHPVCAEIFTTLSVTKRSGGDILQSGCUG
#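 Rat TrxR1 (90 nM in the dispensed reagent) was pre-reduced with 400 uM NADPH for 5 min at room temperature, then incubated with compound for 15 min. After 400 uM selenite was added, NADPH fluorescence (Ex 340/Em 450 nm) was followed for 8 min.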
# USP1 inh: Inhibitors of USP1/UAF1: Primary Screen. recombinant USP1/UAF1, Ub-Rhodamine cleavage fluorescence. AID 743255, 2014. Ubiquitin carboxyl-terminal hydrolase 1 (Homo sapiens), O94782. 0.23% of 390,000 active. Potency, µM (top dose mostly 57.1 µM), for inactives: top-dose activity change, negative = inhibition, most hits filed as inhibitors; note: potency is the fitted concentration of half-maximal effect; % is set by controls: 0 for no effect and ±100 for the full control effect; nearly all actives have a fitted effect of over 60% in size; inactives centre near -12
#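 1 nM enzyme complex + cpd, 15 min RT; start with Ub-Rho 150nM final; kinetic fluorescence ex 480/em 540, 6 reads q60 s. Buffer 50mM HEPES pH 7.8, 0.5mM EDTA, 0.1 mg/ml BSA, 1mM TCEP, 0.01% Tween-20.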
# GLS inhibitor: qHTS for Inhibitors of Glutaminase (GLS) | GLS enzymatic activity, qHTS titration | Potency, µM (doses to about 45.5 µM), for inactives: at the highest dose activity change, negative = inhibition, actives largely listed as inhibitors | 0.21% of 410,000 active | AID 624170, 2012; note: potency is the fitted concentration of half-maximal effect; % is set by controls: 0 for no effect and ±100 for the full control effect
#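 Enzyme dispensed in phosphate buffer (45 mM, pH 8.2, 0.02% Tween-20), compounds pinned in, then 1 mM L-glutamine solution and the glutamate oxidase–HRP–Amplex Red mix added; fluorescence read immediately and again after 30 min at room temperature.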
# IDH1 R132H inh: qHTS for Inhibitors of mutant isocitrate dehydrogenase 1 (IDH1): qHTS; Isocitrate dehydrogenase [NADP] cytoplasmic (Homo sapiens), O75874; IDH1-R132H enzyme, NADPH consumption, diaphorase/resazurin fluorescence; Potency, µM (series often up to 76.6 µM), without a hit: at the top dose activity change, negative = inhibition, most hits filed as inhibitors; 0.093% of 390,000 active; note: potency is the fitted concentration of half-maximal effect; % is set by controls: 0 for no effect and ±100 for the full control effect; nearly all actives have a fitted effect of over 65% in size
# Target sequence (O75874 whole entry R132H, stated change not applied): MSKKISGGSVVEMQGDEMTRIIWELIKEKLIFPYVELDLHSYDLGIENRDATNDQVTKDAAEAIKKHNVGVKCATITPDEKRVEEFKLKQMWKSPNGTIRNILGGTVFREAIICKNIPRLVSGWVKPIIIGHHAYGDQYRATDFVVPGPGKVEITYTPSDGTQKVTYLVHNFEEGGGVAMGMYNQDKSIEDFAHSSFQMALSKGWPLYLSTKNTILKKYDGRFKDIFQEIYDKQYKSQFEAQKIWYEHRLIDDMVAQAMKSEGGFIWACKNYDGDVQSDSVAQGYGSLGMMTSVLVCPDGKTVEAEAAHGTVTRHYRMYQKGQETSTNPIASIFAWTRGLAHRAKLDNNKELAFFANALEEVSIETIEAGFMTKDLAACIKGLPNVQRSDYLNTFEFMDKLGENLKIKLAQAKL
#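 IDH1-R132H (0.5 ug/mL) preincubated 30 min with compound, then NADPH (0.016 mM) and alpha-KG (2 mM) added; 80 min at RT, pH 7.5. Remaining NADPH coupled via diaphorase/resazurin to fluorescence (540/590 nm); concentration-response curves normalized to no-enzyme control.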
# PI4K2A inh: qHTS for small molecular inhibitors of PI4K2A. purified PI4K2A, ADP-Glo luminescence, 1 h; stronger effect = lower value. AID 1346378, 2018. 0.13% of 420,000 active. Phosphatidylinositol 4-kinase type 2-alpha (Homo sapiens), Q9BTU6. activity change, negative = inhibition, % at 76.9 µM; in the data active = activity change below about -50%; inconclusive = mostly about -30% to -49%;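 note: -100% = wells without enzyme as full effect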
#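 In this quantitative HTS, ADP production by PI4K2A was quantified luminescently after 1 h at ambient temperature; 100 microM adenosine served as plate-quality control.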
# Pin1 inhibitor: qHTS Assay to Find Inhibitors of Pin1. Peptidyl-prolyl cis-trans isomerase NIMA-interacting 1 (Homo sapiens), Q13526. Pin1 FP peptide displacement, HiFluor488, 10 min. Potency, µM (highest dose often 115 µM), for inactives: at the top dose activity, negative = inhibition, actives largely listed as inhibitors. 0.009% of 390,000 active. AID 504891, 2011; active = well fitted inhibition curve with a large enough effect in the polarisation, with a control signal flat, not every such curve was filed as active; inconclusive = small, poorly fitted or top-dose-only effect, or effect the other way, or a change in a side signal; inactive = no such curve, though single readings can be large or run the other way; the % refers to the polarisation; note: potency is the fitted concentration of half-maximal effect; % is set by controls: 0 for no effect and ±100 for the full control effect
# Target sequence (Q13526 whole entry, looked up): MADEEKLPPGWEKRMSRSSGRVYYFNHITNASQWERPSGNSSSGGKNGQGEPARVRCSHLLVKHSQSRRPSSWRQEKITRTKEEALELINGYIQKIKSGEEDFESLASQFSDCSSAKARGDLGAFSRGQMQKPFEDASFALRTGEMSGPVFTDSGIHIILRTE
# PGK inhibitor: qHTS Assay to Find Inhibitors of Phosphoglycerate Kinase. Phosphoglycerate kinase, glycosomal (Trypanosoma brucei brucei), P07378. PGK/GAPDH coupled, Kinase-Glo luminescence, 60 min. Potency, µM (series often up to 57.5 µM), without a hit: top-dose activity change, negative = inhibition, usual class: inhibitors. 0.043% of 380,000 active; note: potency is the fitted concentration of half-maximal effect; % is set by controls: 0 for no effect and ±100 for the full control effect; nearly all actives have a fitted effect of over 60% in size
#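 Luminescent ATP detection (Kinase-Glo Plus) follows a 60-minute room-temperature incubation, with wells lacking PGK as controls. Buffer: 100 mM TEA (pH 7.6), 5 mM MgCl2, 0.01% Tween-20. Coupling enzyme GAPDH (100 nM final) supplies unstable 1,3-BPG in-well.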
# HP1b binding inh: HTS for Inhibitors of HP1-beta Chromodomain Interactions with Methylated Histone Tails; Chromobox protein homolog 1 (Homo sapiens), P83916; Potency, µM (doses to about 114 µM), without a hit: at the highest dose activity change, negative = inhibition, most hits filed as inhibitors; AID 540317, 2011; AlphaScreen HP1-beta / biotin-H3K9me3 peptide binding; 0.56% of 390,000 active; note: potency is the fitted concentration of half-maximal effect; nearly all actives have a fitted effect of over 70% in size; inactives centre near 23
#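 HP1-beta protein (50 nM final) preincubated 30 min at room temperature with biotinylated H3(1-18)K9me3 peptide (50 nM) in PBS pH 7.4, 0.01% Tween-20, then compound added for 30 min. AlphaScreen streptavidin donor/nickel chelate acceptor beads (10 ug/mL final), 30 min dark, luminescence read.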
# TrxR1 substrate: qHTS Assay for Substrates of Mammalian Selenoprotein Thioredoxin Reductase 1 (TrxR1): qHTS; Thioredoxin reductase 1, cytoplasmic (Rattus norvegicus), O89049; Potency, µM (highest dose often 114 µM), inactives show top-dose activity change, negative = substrate turnover; 0.01% of 390,000 active; purified TrxR1 substrate turnover, NADPH consumption readout; note: potency is the fitted concentration of half-maximal effect; % is set by controls: 0 for no effect and ±100 for the full control effect; nearly all actives have a fitted effect of over 50% in size
#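 Rat TrxR1, dispensed at 90 nM, was prereduced with 400 uM NADPH (final) for 5 min at ~22 deg C, then incubated with compound 15 min before 400 uM selenite. A first-read NADPH fluorescence drop versus no-compound background flagged substrates.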
# Starred values were filed as active, the others as inactive; i = inactive; ? = inconclusive; · = not tested or not shown; [ ] = remark or other dose. Unless noted, calls come from the whole dose curve; as a rule, active = well fitted curve in the direction sought with a large enough effect; inconclusive = small, poorly fitted or top-dose-only effect, or another doubt; inactive = no such curve, though single readings can be large; an effect the other way counts as inactive or inconclusive.
SMILES,rTrxR1 inhibitor,USP1 inh,GLS inhibitor,IDH1 R132H inh,PI4K2A inh,Pin1 inhibitor,PGK inhibitor,HP1b binding inh,TrxR1 substrate
O=C(CN1C(=O)C(c2ccc(F)cc2)=NC12CCCCCC2)Nc1ccc(F)c(Cl)c1,38%[activator],-30%,-2%,12%,-6,?,-1%,21%,7%
Cc1c(C(=O)OCCOc2ccc(Br)cc2)sc(=S)n1C,26%,-18%,2%,-5%,-2,19%,-1%,30%[activator],-3%
COC(=O)CNC(=O)Cn1cnc2sc(C)c(S(=O)(=O)N3CCC(C)CC3)c2c1=O,16%[57.1 µM],0%,4%,15%,5,-6%,-3%,16%,6%[57.1 µM]
COc1ccc(C(=O)N/C(=C\c2cn(C)c3ccccc23)C(=O)N2CCOCC2)cc1OC,9%,-8%,0%,7%,1,1%,-2%,27%,-2%
O=C(CN1CCN(Cc2ccccc2)CC1)Nc1ccc(Cl)cn1,-3%,-9%,10%,0%,-3,-5%,1%,11%,-3%
COc1cc(-c2nc3sc(C)c(C)c3c(=O)o2)cc(OC)c1OC,18%,-18%,-6%,6%,1,1%,-2%,32%,14%
Cc1cc(C)c2cc(CN(CCO)C(=O)NC3CCCCC3)c(=O)[nH]c2c1,18%,-27%,-11%,17%,-1,-3%,3%,74%[activator],6%
COc1ccccc1-n1c(CNC(=O)COc2ccccc2)n[nH]c1=S,-17%,?,2%,-3%,-2,6%,-2%,22%,10%
Cn1c(=O)cc(SCC(=O)N2CCN(c3ccc(F)cc3)CC2)c2ccc(Cl)cc21,18%,-24%,-16%,2%,4,0%,-10%,34%,0%
Cc1cc(C)nc(Nc2n[nH]c(-c3ccccc3Br)n2)n1,9%,-5%,0%,5%,6,8%,-6%,29%,-1%
COc1ccc(S(=O)(=O)NC2CC3CCC2C3)cc1Cl (configuration not stated),11%,-3%,0%,-1%,-2,0%,-3%,24%,-5%
O=C(CCCSc1nc2ccccc2[nH]1)N1CCN(c2ccccc2)CC1,-11%,-13%,5%,-1%,-8,4%,-3%,9%,-6%
NS(=O)(=O)c1cc(C(=O)OCCNC(=O)c2ccccc2)c(Cl)cc1Cl,7%[11.4 µM],?,0%,10%,2,-11%,-6%,41%[activator],-3%[11.4 µM]
O=C1C2C3C=CC(C3)C2C(=O)N1c1nccs1 (configuration not stated),1%[57.1 µM],-6%,-5%,2%,-2,7%,-2%,57%,6%[57.1 µM]
Cc1ccc2c(c1)N=C(c1ccc(Cl)cc1)CO2,-10%[57.1 µM],-4%,-24%,4%,-4,-1%,-7%,11%,6%[57.1 µM]
Cc1n[nH]c(C)c1CCC(=O)N/N=C/c1c[nH]c2ccccc12,19%[57.1 µM],3%,6%,-2%,-1,9%,i,68%[activator],-2%[57.1 µM]
CCOc1ccc(CCNC(=O)c2c(C)noc2C)cc1OCC,7%,-1%,-4%,-7%,1,2%,-7%,41%[activator],9%
COc1ccc(-n2nc([N+](=O)[O-])c(=NC3CCN(Cc4ccccc4)CC3)n2O)cc1,-12%,-20%,1%,9%,1,-4%,1%,-1%,-8%
COc1ccc(S(N)(=O)=O)cc1C(=O)OCC(=O)NC(C)(C#N)C1CC1 (configuration not stated),?,-12%,-11%,4%,-3,0%,i,19%,-13%
O=C(COC(=O)c1ccccc1)NCC1CCCO1 (configuration not stated),-5%,-23%,-3%,5%,5,-5%,-2%,29%,-4%
Cc1ccc(N/C(=N/S(=O)(=O)c2cccs2)c2ccccc2)c(C)c1,16%,-18%,11%,3%,1,-7%,5%,38%,5%
Cc1ccccc1NC(=O)Cn1c(C)nc2ccc(N)cc2c1=O,20%[57.1 µM],-18%,7%,-2%,-1,1%,-2%,20%,81%[activator][57.1 µM]
O=C(CSc1ncnc2ccccc12)NCc1ccc2c(c1)OCO2,20%[57.1 µM],-2%,-11%,3%,2,2%,-3%,37%,-14%[57.1 µM]
O=C(NC(=S)Nc1ccc(S(=O)(=O)Nc2ccccc2)cc1)C1CC1,3%[57.1 µM],-22%,7%,-2%,3,-3%,-2%,-4%,7%[57.1 µM]
N#Cc1cccc(N2[C@@H](Cc3cc4ccccc4n3Cc3ccccc3)COC[C@H]2Cc2ccc3ccccc3c2)c1,·,-26%,0%,-4%,-2,·,-2%,·,·

# New compounds follow.
SMILES,rTrxR1 inhibitor,USP1 inh,GLS inhibitor,IDH1 R132H inh,PI4K2A inh,Pin1 inhibitor,PGK inhibitor,HP1b binding inh,TrxR1 substrate
Cc1ccc(N=C2SC(C(=O)NCCc3ccccc3)CC(=O)N2C)cc1C (configuration not stated),8%,-10%,7%,-5%,4,-4%,-4%,24%,-7%
COc1c(/C=C2\SC(=Nc3ccccc3Cl)NC2=O)cccc1[N+](=O)[O-],-1%,?,6%,10%,-1,0%,-4%,5%,-6%
CCOc1ccc(/C=C/C2=CC(C)(C)NC(=S)N2)cc1,?,-19%,?,6%,-1,0%,0%,-2%,7%[57.1 µM]
O=C(CN1CCCCC1)c1c[nH]c2ccccc12,0%,-21%,-1%,-4%,0,-2%,-2%,48%[activator],0%
C=CCOc1c2ccc(C(=O)NCc3ccc(C)cc3)cc2nn1C,19%,-10%,-2%,8%,4,1%,1%,41%[activator],11%[57.1 µM]
CCCNC(=O)NC(=O)CN1CCCC1c1ccc2c(c1)OCCO2 (configuration not stated),9%,-13%,-11%,9%,-1,0%,-2%,18%,3%
CC(=O)OC1COC(N2CCc3cc(Br)c([N+](=O)[O-])cc32)C(OC(C)=O)C1OC(C)=O (configuration not stated),12%,-17%,3%,-5%,0,0%,3%,4%,4%
O=C(CSc1cccc[n+]1[O-])Nc1cc(S(=O)(=O)N2CCOCC2)ccc1N1CCOCC1,-2%[57.1 µM],-5%,-19%,4%,0,-11%,-2%,35%,-5%[57.1 µM]
COc1ccc(OCC(=O)N/N=C/C=C/c2ccccc2)cc1,11%,-21%,-4%,10%,-1,-2%,-7%,30%,2%
CCN(CC)S(=O)(=O)c1ccc2c(c1)nc(SCC(=O)NCC1CCCO1)n2CC (configuration not stated),14%,-15%,6%,-3%,14,0%,-3%,10%,2%
O=C(NC1CCSc2ccccc21)c1ccc([N+](=O)[O-])cc1 (configuration not stated),-1%,-22%,-13%,0%,-3,5%,-1%,31%,-1%
COc1ccc(N2CC(NC(=O)c3ccco3)CC2=O)cc1OC (configuration not stated),21%[57.1 µM],-6%,10%,-9%,3,3%,5%,-3%,2%[57.1 µM]
CCOC(=O)c1[nH]c2ccc(OCC)cc2c1NC(=O)CN1CCC2(CC1)OCCO2,10%[57.1 µM],3%,25%,4%,5,7%,-3%,13%,51%[activator][57.1 µM]
Cc1ccc(C)c(S(=O)(=O)N2CCN(C(=O)CCNC(=O)c3ccc(Br)cc3)CC2)c1,15%,-7%,0%,3%,3,-6%,11%,10%,5%

# Arranged by count of non-hydrogen atoms (falling): some entries from above.
SMILES,rTrxR1 inhibitor,USP1 inh,GLS inhibitor,IDH1 R132H inh,PI4K2A inh,Pin1 inhibitor,PGK inhibitor,HP1b binding inh,TrxR1 substrate
N#Cc1cccc(N2[C@@H](Cc3cc4ccccc4n3Cc3ccccc3)COC[C@H]2Cc2ccc3ccccc3c2)c1,·,-26%,0%,-4%,-2,·,-2%,·,·
COc1ccc(C(=O)N/C(=C\c2cn(C)c3ccccc23)C(=O)N2CCOCC2)cc1OC,9%,-8%,0%,7%,1,1%,-2%,27%,-2%
Cc1cc(C)c2cc(CN(CCO)C(=O)NC3CCCCC3)c(=O)[nH]c2c1,18%,-27%,-11%,17%,-1,-3%,3%,74%[activator],6%
COc1ccc(S(N)(=O)=O)cc1C(=O)OCC(=O)NC(C)(C#N)C1CC1 (configuration not stated),?,-12%,-11%,4%,-3,0%,i,19%,-13%
O=C(NC(=S)Nc1ccc(S(=O)(=O)Nc2ccccc2)cc1)C1CC1,3%[57.1 µM],-22%,7%,-2%,3,-3%,-2%,-4%,7%[57.1 µM]
O=C(NC1CCSc2ccccc21)c1ccc([N+](=O)[O-])cc1 (configuration not stated),-1%,-22%,-13%,0%,-3,5%,-1%,31%,-1%
O=C(COC(=O)c1ccccc1)NCC1CCCO1 (configuration not stated),-5%,-23%,-3%,5%,5,-5%,-2%,29%,-4%

# These rows are one share of the data; rates above refer to the full screens.
